Bioassay records deposited in PubChem BioAssay by National Center for Advancing Translational Sciences (NCATS).
WRN helicase inh: WRN helicase (human) inhibition | WRN helicase unwinding, fluorescent forked duplex, kinetic | 360,000 tested, 0.46% active | Potency, µM (doses to about 114 µM), for the others: top-dose activity change, negative = inhibition, actives largely listed as inhibitors | Q14191; note: potency is the fitted concentration of half-maximal effect; % is set by controls: 0 for no effect and ±100 for the full control effect; nearly all actives have a fitted effect of over 55% in size
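Primary qHTS, 1536-well format. 20 nM WRN + compound, 15 min RT; start with 100 nM forked fluorophore/quencher duplex, 2 mM ATP (final); kinetic read ex 525/em 598 nm.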
HEK293 tox: cytotoxic in the GLP-1 receptor inverse agonist counter-screen; HEK293 cAMP-luciferase reporter cells, luminescence, 24 h; Potency, µM (highest dose often 38.3 µM), for inactives: at the top dose activity change, negative = inhibition, most hits filed as inhibitors; 410,000 tested, 0.13% active; AID 624418;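 note: loss of luciferase light is scored as toxicity; potency is the fitted concentration of half-maximal effect; % is set by controls: 0 for no effect and ±100 for the full control effect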
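To flag toxic compounds, the library was rerun on cells for 24 hr at 37 deg C and 5% CO2. Viability-linked luminescence was captured 12 min after adding luciferase detection reagent.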
GLP1R ag: GLP-1 receptor (human) agonism; P43220; HEK293 GLP-1R CRE-luciferase, luminescence, 4-6 h; cells express a hypersensitive GLP-1R form; Potency, µM (series often up to 45.6 µM), inactives show at the top dose activation, usual class: activators; 380,000 tested, 0.007% active; note: potency is the fitted concentration of half-maximal effect; % of control where 0% means no effect
Target sequence (P43220 whole entry, looked up): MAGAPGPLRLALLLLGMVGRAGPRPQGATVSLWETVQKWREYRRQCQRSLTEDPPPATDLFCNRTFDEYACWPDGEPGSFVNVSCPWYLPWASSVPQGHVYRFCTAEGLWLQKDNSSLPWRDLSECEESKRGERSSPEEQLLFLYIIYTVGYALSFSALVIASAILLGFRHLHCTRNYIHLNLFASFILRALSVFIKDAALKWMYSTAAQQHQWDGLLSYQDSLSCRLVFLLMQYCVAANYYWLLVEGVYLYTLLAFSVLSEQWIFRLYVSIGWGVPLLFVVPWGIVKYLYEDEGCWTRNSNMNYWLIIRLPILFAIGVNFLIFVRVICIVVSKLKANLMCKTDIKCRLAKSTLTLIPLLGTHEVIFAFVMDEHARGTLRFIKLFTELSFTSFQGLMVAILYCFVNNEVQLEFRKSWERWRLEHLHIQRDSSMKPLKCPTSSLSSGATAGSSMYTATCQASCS
D3 ag: D3 dopamine receptor (human) agonism; P35462; D3R DiscoveRx beta-arrestin cells, luminescence, 90 min; max activation, %; 410,000 tested, 0.58% active; in the data active = max activation above about 30%; note: 0% is about no effect; mostly tested at two doses, the higher about 12 µM
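Agonist-mode cell screen: cells plated at 1500/well and incubated overnight at 37 °C, then exposed to library compounds for 90 min at 37 °C. Detection reagent was added for 30–60 min at room temperature, and luminescence was read.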
PI5P4Ka inh: inhibitors of human PI5P4K alpha. P48426. PI5P4Kalpha enzyme, ADP-Glo luminescence, 60 min; stronger effect = lower value. max response, %. 330,000 tested, 1.2% active; active = max response of -50% or lower; inconclusive = between -30% and -50%; inactive = -30% or higher; note: value at the top dose of about 77 µM; % is set by controls: 0 for no effect and ±100 for the full control effect
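qHTS, 1536-well: enzyme/substrate mix, compound by pin tool, 5 microM ATP final; RT 60 min; ADP-Glo reagents 1 (45 min) then 2 (30 min); luminescence.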
D3 antag: blocks the human D3 dopamine receptor | P35462 | 360,000 tested, 2.5% active | AID 652054 | max response, negative = inhibition, % | D3R cells, DiscoveRx beta-arrestin luminescence, antagonist mode; stronger effect = lower value; in the data active = max response below about -50%; inconclusive = no clear call, values can overlap the other calls; note: % is set by controls: 0 for no effect and ±100 for the full control effect; mostly tested at two doses, the higher about 12 µM
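Cells expressing the human receptor were seeded at 1500 cells/well, incubated overnight at 37 degrees C in 5% CO2, then exposed to library compounds with dopamine controls for 90 minutes at 37 degrees C before luminescent detection.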
IL-2 act: activates IL-2 in a cell-based reporter assay. IL-2 activation reporter assay, cell-based qHTS; stimulated with anti-CD3/CD4/CD28 beads; in transgenic mouse T cells. activation, % (series mostly up to about 46 µM). 360,000 tested, 0.065% active; in the data active = activation above about 50%; inconclusive = mostly about 30% to 49%; note: 0% is about no effect
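Readout: EGFP and DsRed signals by fluorescent plate cytometry. Unstimulated transgenic mouse T cells received compound 60 min before antibody-bead stimulation, then incubated 18 h at 37 degrees C.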
PLK1 PBD block: inhibitors of human PLK1 polo-box domain binding; P53350; Plk1 PBD binding of FITC phosphopeptide, fluorescence polarization; Potency, µM, for inactives: max response, negative = inhibition, usual class: inhibitors; 360,000 tested, 2.8% active; note: potency is the fitted concentration of half-maximal effect; series mostly up to about 57 µM; % is set by controls: 0 for no effect and ±100 for the full control effect; nearly all actives have a fitted effect of over 65% in size
GLP-1R inv ag: acts as inverse agonist at human GLP-1 receptor; Potency, µM (doses to about 38.3 µM), for the others: at the top dose activity change, negative = inhibition, hits mostly inhibitors; 410,000 tested, 1.6% active; AID 624417; HEK293 GLP-1R CRE-luciferase, luminescence, 24 h; GLP-1R form is constitutively active; note: potency is the fitted concentration of half-maximal effect; % is set by controls: 0 for no effect and ±100 for the full control effect; nearly all actives have a fitted effect of over 55% in size
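Inverse agonism was detected as reduced cAMP-driven luciferase luminescence after 24 h compound treatment. The cells were HEK293 clones expressing constitutively active human GLP-1R with the reporter. Reporter-only and GPR119 cell lines served as counterscreen controls.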
* marks the source's active call; other numbers are inactive results; ? = inconclusive; . = not tested or not shown; [ ] = remark or other dose. Unless noted, calls come from the whole dose curve; as a rule, active = well fitted curve in the direction sought with a large enough effect; inconclusive = small, poorly fitted or top-dose-only effect, or another doubt; inactive = no such curve, though single readings can be large; an effect the other way counts as inactive or inconclusive.

no.	molecule	WRN helicase inh	HEK293 tox	GLP1R ag	D3 ag	PI5P4Ka inh
1	COC(=O)C(O)(CC(=O)Nc1ccc(Cl)cc1Cl)C(F)(F)F (stereo not drawn)	-6%	-4%	-4%	2	.
2	CN(C(=O)c1cccs1)C1(C)CCS(=O)(=O)C1 (stereo not drawn)	7%	9%	-5%	4	-2
3	CC1=C(C#N)C(NC(=O)C(C)(C)C)(C(F)(F)F)C(=O)N1 (stereo not drawn)	-3%	5%	-8%	-2	1
4	Cc1ccc(N(Cc2cc3ccccc3[nH]c2=O)S(=O)(=O)c2ccccc2)cc1	-13%	-18%	-1%	1	4
5	Cn1cc(S(=O)(=O)CC(=O)N2CCCc3ccccc32)c2ccccc21	-3%	-17%	-5%	-4	0
6	CC[C@]12C(=O)N(C)C[C@H]([C@@H]3C(=O)N(C)C(=O)[C@@H]31)N2C(=O)c1ccc(C)cc1	-1%	-20%	-1%	-4	-2
7	Cc1ccc(OCCNCc2ccccc2)c(C)c1	-22%	-2%	29%	-10	-4
8	Cc1ccc2nc3c(c(Nc4ccccc4)c2c1)CCC3	6%	?	3%	-18	-1

no.	D3 antag	IL-2 act	PLK1 PBD block	GLP-1R inv ag
1	-25	-1.9	-8%	0%
2	-15	-2.5	-17%	5%
3	-2	-0.2	-1%	5%
4	17	-0.9	0%	?
5	0	1.1	-6%	-16%
6	12	-0.3	-9%	6%
7	-70*	0.7	-6%	?
8	-11	-3.6	-12%	?

(list continues)
no.	molecule	WRN helicase inh	HEK293 tox	GLP1R ag	D3 ag	PI5P4Ka inh
9	NC(=O)CSc1ccc(-c2ccc(F)cc2)nn1	2%	0%	-4%	2	-2
10	CCSCCOC(=O)C1=C(C)NC(=O)NC1c1ccc2c(c1)OCO2 (stereo not drawn)	-2%	2%	4%	1	4
11	COc1ccccc1-n1c(SCC(=O)N2CCCC2)nc2cccnc21	2%	-11%	-2%	-2	-3
12	C(=N\Nc1nc(-c2ccccc2)cs1)/c1ccncc1	5%	14%	-1%	0	-19
13	CCOc1ccccc1N1CCN(C(=S)NCc2ccc(Cl)cc2)CC1	-7%	0%	21%	-3	16
14	Cc1ccc(CNS(=O)(=O)c2ccc3c(c2)n(C)c(=O)c(=O)n3C)cc1	-1%	-5%	-1%	2	7
15	C/C(=C\C(=O)N1CCc2ccccc21)C(=O)O	4%	57%[activator]	2%	-8	1
16	O=C(CSc1nnc(COc2ccccc2)o1)Nc1ccc(F)cc1	-1%	1%	1%	2	5

no.	D3 antag	IL-2 act	PLK1 PBD block	GLP-1R inv ag
9	-5	2.2	4%	9%
10	0	-1.6	3%	8%
11	-20	1.1	-5%	13%
12	-21	-4.4	-20%	17%
13	-9	0.0	6%	11µM*
14	26	-0.8	2%	40%[activator]
15	-19	-1.7	-11%	8%
16	3	0.8	4%	6%

(further entries)
no.	molecule	WRN helicase inh	HEK293 tox	GLP1R ag	D3 ag	PI5P4Ka inh
17	Cc1ccccc1SCC(=O)Nc1cc(S(=O)(=O)N2CCOCC2)ccc1N1CCOCC1	-1%	4%	14%	-13	10
18	CCCCn1c(CNC(=O)Cc2ccccc2)nc2ccccc21	-6%	-1%	13%	-2	3
19	CC(C)(C)n1nnnc1C(c1ccc(C(F)(F)F)cc1)N(Cc1ccc(F)cc1)Cc1ccco1 (stereo not drawn)	-13%	4%	-15%	5	12
20	COc1ccc(/C=N/c2oc(-c3ccccc3)cc2C#N)cc1OC	-12%	15%	8%	-4	-1
21	COCCNc1nc(-c2cc(-c3ccc(Cl)cc3)on2)cc(C(C)C)n1	-2%	1%	3%	16	42

no.	D3 antag	IL-2 act	PLK1 PBD block	GLP-1R inv ag
17	-8	-5.0	4%	11%
18	-17	0.6	5%	-18%
19	30	0.2	-8%	?
20	-52*	-0.3	?	24%
21	27	-0.4	4%	?

Fetched one by one from the entries so far (five):
no.	molecule	WRN helicase inh	HEK293 tox	GLP1R ag	D3 ag	PI5P4Ka inh
18	CCCCn1c(CNC(=O)Cc2ccccc2)nc2ccccc21	-6%	-1%	13%	-2	3
17	Cc1ccccc1SCC(=O)Nc1cc(S(=O)(=O)N2CCOCC2)ccc1N1CCOCC1	-1%	4%	14%	-13	10
20	COc1ccc(/C=N/c2oc(-c3ccccc3)cc2C#N)cc1OC	-12%	15%	8%	-4	-1
21	COCCNc1nc(-c2cc(-c3ccc(Cl)cc3)on2)cc(C(C)C)n1	-2%	1%	3%	16	42
19	CC(C)(C)n1nnnc1C(c1ccc(C(F)(F)F)cc1)N(Cc1ccc(F)cc1)Cc1ccco1 (stereo not drawn)	-13%	4%	-15%	5	12

no.	D3 antag	IL-2 act	PLK1 PBD block	GLP-1R inv ag
18	-17	0.6	5%	-18%
17	-8	-5.0	4%	11%
20	-52*	-0.3	?	24%
21	27	-0.4	4%	?
19	30	0.2	-8%	?

Not a hit list; 7.8% or so of the library scored in one or more.
